Screening data deposited in PubChem by National Center for Advancing Translational Sciences (NCATS).
Pin1 inhibitor = inhibitors of human Pin1; Q13526; Pin1 FP peptide displacement, HiFluor488, 10 min; Potency, µM (doses to about 115 µM), for the others: top-dose activity, negative = inhibition, usual class: inhibitors; actives 0.009% (n = 390,000); AID 504891; active means well fitted inhibition curve with a large enough effect in the polarisation, with a control signal flat, not every such curve was filed as active; inconclusive means small, poorly fitted or top-dose-only effect, or effect the other way, or a change in a side signal; inactive means no such curve, though single readings can be large or run the other way; the % refers to the polarisation; further: potency means the concentration at half of the fitted maximal effect; on the % scale 0 is the no-effect control and ±100 the full control effect
Target sequence (Q13526 whole entry, looked up): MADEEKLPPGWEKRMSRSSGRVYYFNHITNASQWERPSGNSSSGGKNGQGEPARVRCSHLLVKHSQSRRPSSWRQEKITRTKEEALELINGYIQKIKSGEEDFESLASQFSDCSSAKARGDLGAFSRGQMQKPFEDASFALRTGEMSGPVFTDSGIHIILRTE
PI4K2A inh = PI4K2A (human) kinase inhibition | actives 0.13% (n = 420,000) | AID 1346378 | activity change, negative = inhibition, % at 76.9 µM | purified PI4K2A, ADP-Glo luminescence, 1 h; hits give low values | Q9BTU6; in the data active means activity change below about -50%; inconclusive means mostly about -30% to -49%;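 further: -100% = wells without enzyme as full effect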
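In this quantitative HTS, ADP production by PI4K2A was quantified luminescently after 1 h at ambient temperature; 100 microM adenosine served as plate-quality control.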
PGK inhibitor = T. brucei PGK inhibition; AID 602233; Potency, µM (series often up to 57.5 µM), inactives show top-dose activity change, negative = inhibition, usual class: inhibitors; actives 0.043% (n = 380,000); P07378; PGK/GAPDH coupled, Kinase-Glo luminescence, 60 min; further: potency means the concentration at half of the fitted maximal effect; on the % scale 0 is the no-effect control and ±100 the full control effect; nearly all actives have a fitted effect of over 60% in size
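Luminescent ATP detection (Kinase-Glo Plus) follows a 60-minute room-temperature incubation, with wells lacking PGK as controls. Buffer: 100 mM TEA (pH 7.6), 5 mM MgCl2, 0.01% Tween-20. Coupling enzyme GAPDH (100 nM final) supplies unstable 1,3-BPG in-well.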
USP1 inh = inhibitors of human USP1/UAF1 deubiquitinase | actives 0.23% (n = 390,000) | O94782 | Potency, µM (top dose mostly 57.1 µM), for inactives: at the top dose activity change, negative = inhibition, usual class: inhibitors | recombinant USP1/UAF1, Ub-Rhodamine cleavage fluorescence | AID 743255; further: potency means the concentration at half of the fitted maximal effect; on the % scale 0 is the no-effect control and ±100 the full control effect; nearly all actives have a fitted effect of over 60% in size; inactives centre near -12
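USP1/UAF1 complex at 1 nM was preincubated with compound for 15 min at room temperature, then Ub-Rho substrate (150nM final) was added. Fluorescence (480/540 nm) was read kinetically, 6 reads every 60 seconds.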
GLS inhibitor = inhibitors of human glutaminase (GLS); O94925; GLS enzymatic activity, qHTS titration; Potency, µM (doses to about 45.5 µM), for inactives: top-dose activity change, negative = inhibition, actives largely listed as inhibitors; actives 0.21% (n = 410,000); further: potency means the concentration at half of the fitted maximal effect; on the % scale 0 is the no-effect control and ±100 the full control effect
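Human kidney-isoform GLS in 45 mM KH2PO4 pH 8.2, 0.02% Tween-20, with compound, started with 1mM L-Glutamine (added stock). Glutamate oxidase/HRP/Amplex red coupled fluorescence read at start and after 30 min at RT.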
rTrxR1 inhibitor = inhibitors of rat thioredoxin reductase 1; O89049; recombinant rTrxR1, NADPH fluorescence consumption, selenite substrate; Potency, µM (series often up to 114 µM), without a hit: at the top dose activity change, negative = inhibition, hits mostly inhibitors; actives 1% (n = 390,000); AID 588453; further: potency means the concentration at half of the fitted maximal effect; on the % scale 0 is the no-effect control and ±100 the full control effect; nearly all actives have a fitted effect of over 65% in size
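Rat TrxR1 (90 nM in the dispensed reagent) was pre-reduced with 400 uM NADPH for 5 min at room temperature, then incubated with compound for 15 min. After 400 uM selenite was added, NADPH fluorescence (Ex 340/Em 450 nm) was followed for 8 min.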
HP1b chromo inh = blocks HP1-beta chromodomain binding to methylated histone tails; P83916; AlphaScreen HP1-beta / biotin-H3K9me3 peptide binding; Potency, µM (doses to about 114 µM), for the others: at the top dose activity change, negative = inhibition, actives largely listed as inhibitors; actives 0.56% (n = 390,000); AID 540317; further: potency means the concentration at half of the fitted maximal effect; nearly all actives have a fitted effect of over 70% in size; inactives centre near 23
Target sequence (P83916 whole entry, looked up): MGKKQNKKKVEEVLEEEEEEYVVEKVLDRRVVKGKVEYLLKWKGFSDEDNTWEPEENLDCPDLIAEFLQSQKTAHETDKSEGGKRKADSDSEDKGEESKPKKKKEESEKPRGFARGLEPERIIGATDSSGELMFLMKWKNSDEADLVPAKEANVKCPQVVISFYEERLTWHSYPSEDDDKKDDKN
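HP1-beta protein (50 nM final) preincubated 30 min at room temperature with biotinylated H3(1-18)K9me3 peptide (50 nM) in PBS pH 7.4, 0.01% Tween-20, then compound added for 30 min. AlphaScreen streptavidin donor/nickel chelate acceptor beads (10 ug/mL final), 30 min dark, luminescence read.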
TrxR1 substrate = rat thioredoxin reductase 1 substrate activity; O89049; purified TrxR1 substrate turnover, NADPH consumption readout; Potency, µM (series often up to 114 µM), for inactives: at the highest dose activity change, negative = substrate turnover; actives 0.01% (n = 390,000); AID 588456; further: potency means the concentration at half of the fitted maximal effect; on the % scale 0 is the no-effect control and ±100 the full control effect; nearly all actives have a fitted effect of over 50% in size
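Rat TrxR1, dispensed at 90 nM, was prereduced with 400 uM NADPH (final) for 5 min at ~22 deg C, then incubated with compound 15 min before 400 uM selenite. A first-read NADPH fluorescence drop versus no-compound background flagged substrates.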
mIDH1 inhibitor = blocks human mutant IDH1 R132H enzyme | IDH1-R132H enzyme, NADPH consumption, diaphorase/resazurin fluorescence | AID 602179 | actives 0.093% (n = 390,000) | O75874 | Potency, µM (doses to about 76.6 µM), for the others: at the highest dose activity change, negative = inhibition, usual class: inhibitors; further: potency means the concentration at half of the fitted maximal effect; on the % scale 0 is the no-effect control and ±100 the full control effect; nearly all actives have a fitted effect of over 65% in size
Target sequence (O75874 whole entry R132H, stated change not applied): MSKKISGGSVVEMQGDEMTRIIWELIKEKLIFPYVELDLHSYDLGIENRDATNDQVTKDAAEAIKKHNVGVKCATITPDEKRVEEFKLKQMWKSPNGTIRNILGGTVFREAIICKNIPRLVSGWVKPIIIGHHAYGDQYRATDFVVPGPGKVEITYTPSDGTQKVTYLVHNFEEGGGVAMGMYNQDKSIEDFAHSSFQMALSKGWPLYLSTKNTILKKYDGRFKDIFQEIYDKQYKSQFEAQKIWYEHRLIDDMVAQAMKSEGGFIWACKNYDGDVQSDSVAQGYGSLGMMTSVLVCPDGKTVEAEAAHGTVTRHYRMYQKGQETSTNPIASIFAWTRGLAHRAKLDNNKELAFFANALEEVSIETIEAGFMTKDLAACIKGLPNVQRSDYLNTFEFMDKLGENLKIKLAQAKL
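IDH1-R132H (0.5 ug/mL) preincubated 30 min with compound, then NADPH (0.016 mM) and alpha-KG (2 mM) added; 80 min at RT, pH 7.5. Remaining NADPH coupled via diaphorase/resazurin to fluorescence (540/590 nm); concentration-response curves normalized to no-enzyme control.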
* = called active by the depositor; i = inactive; u = inconclusive; x = not tested or not shown; [ ] = remark or other dose. Unless noted, the call rests on the fitted dose curve; in most records, active means well fitted curve in the direction sought with a large enough effect; inconclusive means small, poorly fitted or top-dose-only effect, or another doubt; inactive means no such curve, though single readings can be large; an effect the other way counts as inactive or inconclusive. Not all compounds are listed. The share of hits here may be higher or lower than overall.

[1] CCn1c(C)nnc1SCC(=O)Nc1nccs1
[2] O=C(CN1CCN(S(=O)(=O)c2ccccc2)CC1)Nc1ccccc1Cl
[3] O=C(COc1ccccc1F)NCc1ccc(-n2cccc2)cc1
[4] Cn1cc(S(=O)(=O)N2CCc3ccccc32)cc1C(=O)Nc1ccc(C(F)(F)F)cc1
[5] O=C(Nc1cnn(Cc2ccc(F)cc2)c1)c1noc2c1CCCC2
[6] CC(C)C(C(=O)NCc1ccco1)N(CC1CCCO1)C(=O)CNS(=O)(=O)c1ccc(F)cc1 (stereo unspecified)
[7] O=C1N[C@H](Cc2ccccc2)COC(=O)[C@@H](Cc2ccc(F)cc2)CC/C=C/C[C@H]1CC(=O)N(CCO)Cc1ccccc1
[8] CCOc1ccccc1NC1=CC(=O)CC(c2ccccc2)C1 (stereo unspecified)

Screen / compound no.	1	2	3	4	5	6	7	8
Pin1 inhibitor	-3%	0%	-3%	-2%	-2%	-6%	14%	-1%
PI4K2A inh	4	3	-1	3	-1	-11	-1	-2
PGK inhibitor	-5%	-6%	-2%	i	-7%	-5%	-10%	i
USP1 inh	u	-2%	-10%	-1%	-9%	-12%	u	-10%
GLS inhibitor	6%	3%	-20%	-10%	-18%	1%	0%	9%
rTrxR1 inhibitor	13%[0.457 µM]	-9%	2%[57.1 µM]	6%	5%	12%	16%	4%[57.1 µM]
HP1b chromo inh	-4%	16%	23%	-17%	14%[57 µM]	12%	37%	46%[activator]
TrxR1 substrate	0%	-12%	-1%[57.1 µM]	-11%	-1%	-1%	-3%	5%[57.1 µM]
mIDH1 inhibitor	-6%	6%	2%	-5%	8%	5%	-1%	5%

Laid out differently: results already given.
Order of results: Pin1 inhibitor	PI4K2A inh	PGK inhibitor	USP1 inh	GLS inhibitor	rTrxR1 inhibitor	HP1b chromo inh	TrxR1 substrate	mIDH1 inhibitor
2: O=C(CN1CCN(S(=O)(=O)c2ccccc2)CC1)Nc1ccccc1Cl
  0%	3	-6%	-2%	3%	-9%	16%	-12%	6%
3: O=C(COc1ccccc1F)NCc1ccc(-n2cccc2)cc1
  -3%	-1	-2%	-10%	-20%	2%[57.1 µM]	23%	-1%[57.1 µM]	2%
4: Cn1cc(S(=O)(=O)N2CCc3ccccc32)cc1C(=O)Nc1ccc(C(F)(F)F)cc1
  -2%	3	i	-1%	-10%	6%	-17%	-11%	-5%
5: O=C(Nc1cnn(Cc2ccc(F)cc2)c1)c1noc2c1CCCC2
  -2%	-1	-7%	-9%	-18%	5%	14%[57 µM]	-1%	8%
6: CC(C)C(C(=O)NCc1ccco1)N(CC1CCCO1)C(=O)CNS(=O)(=O)c1ccc(F)cc1 (stereo unspecified)
  -6%	-11	-5%	-12%	1%	12%	12%	-1%	5%

(cont.)
[9] CN(C)c1ccc(/C=N/NC(=O)c2sccc2-n2cccc2)cc1
[10] Cc1ccc(NC2CCCN(C(=O)c3cc(C(C)C)[nH]n3)C2)cc1C (stereo unspecified)
[11] COc1ccccc1C(C(=O)NC1CCCC1)N(C(=O)c1csnn1)C1CC1 (stereo unspecified)
[12] Cc1ccc(/C=N/OC(=O)c2nn(C)cc2Cl)cc1
[13] O=C(CN1C(=O)C2CCCCC2C1=O)Nc1ccc(OC(F)F)c(Cl)c1 (stereo unspecified)
[14] CC(=O)Nc1ccc(C2Nc3c(C)cc(C)cc3-c3cc(C)nn32)cc1 (stereo unspecified)
[15] CC(c1ccccc1)N1C(=O)c2ccc(C(=O)NCc3cccnc3)cc2C1=O (stereo unspecified)
[16] Cc1cc(OCCN2CCCCC2)nc2ccccc12

Screen / compound no.	9	10	11	12	13	14	15	16
Pin1 inhibitor	2%	-2%	-1%	-10%	-3%	u	0%	-1%
PI4K2A inh	12	7	0	-4	3	-2	2	-8
PGK inhibitor	-4%	i	3%	7%	i	-5%	-6%	-8%
USP1 inh	-16%	-9%	-4%	-22%	-9%	-22%	-17%	-1%
GLS inhibitor	5%	-2%	5%	1%	-6%	2%	-25%	4%
rTrxR1 inhibitor	17%[57.1 µM]	-18%	5%[57.1 µM]	17%[57.1 µM]	12%	7%	17%	12%[57.1 µM]
HP1b chromo inh	17%	29%	26%	25%	23%	17%	15%	5%
TrxR1 substrate	-2%	6%	-2%	8%	-6%	18%	4%	6%[57.1 µM]
mIDH1 inhibitor	10%	0%	1%	-1%	6%	0%	0%	-1%

[17] COc1ccccc1CCN1CCCC(CN(C)C(=O)c2ccoc2)C1 (stereo unspecified)
[18] COc1ccccc1C(=O)N1CCN(c2cccc(C(F)(F)F)c2)CC1
[19] COc1ccc(NC(=O)C2CCCN2C(=O)OC(C)(C)C)cc1 (stereo unspecified)
[20] O=C(NCc1cccnc1)c1nc(-c2ccc(C(F)(F)F)cc2)no1
[21] Cc1cccc(OCCC(=O)Nc2cc(S(=O)(=O)N3CCCCC3)ccc2N2CCOCC2)c1
[22] Cc1ncc([N+](=O)[O-])n1CC(=O)NC(C)(C)C
[23] COc1ccc(CNC(=O)C(c2ccc(C)o2)N(Cc2cccs2)C(=O)Cc2cccs2)cc1 (stereo unspecified)
[24] Cc1ccc(-n2c(C)cc(C(=O)COc3cccnc3[N+](=O)[O-])c2C)cc1

Screen / compound no.	17	18	19	20	21	22	23	24
Pin1 inhibitor	-2%	6%	0%	3%	15%	3%	61%[activator]	10%
PI4K2A inh	2	3	0	4	-20	2	2	0
PGK inhibitor	-8%	i	6%	-1%	-8%	2%	-9%	i
USP1 inh	-16%	-15%	-23%	-11%	-15%	-4%	-12%	-16%
GLS inhibitor	2%	3%	-10%	1%	1%	4%	0%	-3%
rTrxR1 inhibitor	25%	14%[0.457 µM]	-12%	-10%	6%[57.1 µM]	4%[57.1 µM]	u	7%[57.1 µM]
HP1b chromo inh	12%	48%	31%	37%	19%	11%	9%	u
TrxR1 substrate	1%	-22%[11.4 µM]	-8%	-9%	-5%[57.1 µM]	6%[57.1 µM]	-5%	2%[57.1 µM]
mIDH1 inhibitor	10%	4%	0%	-2%	2%	0%	5%	16%

[25] CCN(CC)C(=O)c1ccc(Cn2cc([N+](=O)[O-])cn2)o1
[26] CCN1C[C@@H]2[C@@H]3C(=O)N(C)C(=O)[C@@H]3[C@](CC)(C1=O)N2C(=O)c1ccc(C(F)(F)F)cc1
[27] Cc1cc(NS(=O)(=O)c2ccc(NC(=O)COc3ccc(Cl)cc3)cc2)no1
[28] CCOc1ccc2nc(N3CCCC(C(=O)NCCCOC)C3)sc2c1 (stereo unspecified)
[29] CCN1CCCC1CNC(=O)c1ccc(Sc2ccc(F)cc2)c([N+](=O)[O-])c1 (stereo unspecified)
[30] Oc1cc(CNC2CCCCC2)c(O)cc1CNC1CCCCC1
[31] Cc1ccc(NC(=S)N2CCCC(c3ccccc3)=N2)cc1
[32] O=C(Cc1ccccc1)NNC1CC(=O)N(c2ccc(Oc3ccccc3)cc2)C1=O (stereo unspecified)

Screen / compound no.	25	26	27	28	29	30	31	32
Pin1 inhibitor	1%	-12%	-4%	3%	-1%	u	7%	-8%
PI4K2A inh	-1	0	1	-3	1	-6	-5	2
PGK inhibitor	x	i	7%	3%	6%	-6%	1%	-1%
USP1 inh	-16%	-10%	-7%	-3%	-14%	u	-6%	-13%
GLS inhibitor	-5%	5%	18%	-2%	-12%	u	2%	20%
rTrxR1 inhibitor	22%	-6%[57.1 µM]	7%	21%	17%[57.1 µM]	u	9%[57.1 µM]	22%
HP1b chromo inh	57%[activator]	31%[activator]	40%	43%[activator]	5%	14µM*	30%	17%
TrxR1 substrate	4%	1%[57.1 µM]	8%	7%	7%[57.1 µM]	-2%	2%[57.1 µM]	3%
mIDH1 inhibitor	8%	9%	3%	-5%	3%	2%	4%	1%

[33] CCCCn1c(N)c(N(CCOC)C(=O)C2CCN(S(=O)(=O)c3ccc(F)cc3)CC2)c(=O)[nH]c1=O
[34] COc1cc(C2NC(=S)NC(C)=C2C(=O)OC(C)C)ccc1OC(C)C (stereo unspecified)
[35] CCCOc1ccc(N2C(=O)CC(N(C(=O)c3ccco3)c3ccc(OCCC)cc3)C2=O)cc1 (stereo unspecified)
[36] CCC1(c2ccc(F)cc2)NC(=O)N(CC(=O)NC2CCCCCC2)C1=O (stereo unspecified)
[37] CCc1ccccc1Nc1nn2c(=O)c3ccc(C(=O)NCc4ccccn4)cc3nc2s1
[38] Cc1cc(C)c2c(=O)cc(C(F)F)oc2c1

Screen / compound no.	33	34	35	36	37	38
Pin1 inhibitor	-5%	-7%	2%	2%	48%[activator]	-6%
PI4K2A inh	-3	-8	-1	1	0	-8
PGK inhibitor	-1%	-8%	-6%	-5%	-10%	6%
USP1 inh	-4%	-22%	1%	-17%	-24%	-4%
GLS inhibitor	-23%	u	0%	3%	0%	9%
rTrxR1 inhibitor	-13%	-15%	27%	-6%	23%[57.1 µM]	-10%
HP1b chromo inh	24%	29%	9%	32%	18%	u
TrxR1 substrate	-14%	-8%	-1%	-3%	9%[57.1 µM]	-8%
mIDH1 inhibitor	10%	-2%	11%	1%	-7%	1%
